Source: PubChem BioAssay
FadD28 FP inh = inhibitors of FadD28 bisubstrate probe binding, primary screen, biochemical, fluorescence polarization, single point. Mycobacterium tuberculosis FadD28 fatty-acid-AMP ligase. inhibition, % at 12.5 µM. 360,000 compounds, 0.22% hits. AID 588549, 2011; in the data active = inhibition above about 8.5%, passing the limit was not always enough
PfHsp40 yeast = rescue of yeast from PfHsp40 toxicity, primary screen, S. cerevisiae, ATP luminescence; S. cerevisiae expressing PfHsp40, growth rescue; growth rescue, % at 12.5 µM; 340,000 compounds, 0.68% hits; AID 504582, 2011; in the data active = growth rescue above about 28%, passing the limit was not always enough;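 also: yeast W303a lacking pdr1 and pdr3 grown in galactose medium; growth measured after three days at 30 °C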
BioA inh = M. tuberculosis BioA enzyme inhibitors, primary screen, biochemical, plate reader, single point, HTS. 7,8-diaminopelargonic acid synthase BioA (Mycobacterium tuberculosis). purified M. tuberculosis BioA enzyme. inhibition, % at 9.99 µM. 360,000 compounds, 0.096% hits. AID 602481, 2012; in the data active = inhibition above about 40%
Vc quorum ag = inducers of Vibrio cholerae quorum light production without autoinducers, primary screen, BH1578 luxS cqsA deficient, single point; V. cholerae BH1578 lux reporter, luminescence, 6 h; activation, % at 18.7 µM; 350,000 compounds, 0.16% hits; in the data active = activation mostly above about 9.7%, no sharp cut-off; also: not every result past the cut was called active; inactives centre near 0; reference of the scale not given here
TcdB GH inh = TcdB glycohydrolase inhibitors, primary screen, biochemical, single point, plate reader. Toxin B (Clostridioides difficile), P18177. TcdB glycohydrolase enzymatic assay. inhibition, % at 9.99 µM. 350,000 compounds, 0.24% hits. AID 652162, 2013; in the data active = inhibition above about 10%
Y pestis TopoI = Yersinia pestis topoisomerase I inhibitors, primary screen, biochemical, cleavage product accumulation, plate reader, single point; DNA topoisomerase I (Yersinia pestis CO92); Y. pestis Topo-I cleavage product accumulation; activity, % at 10 µM; 360,000 compounds, 0.064% hits; in the data active = activity above about 50%, passing the limit was not always enough; also: inactives centre near 2
UGM FP inh = M. tuberculosis UGM enzyme inhibitors, primary screen, biochemical, fluorescence polarization, single point. UDP-galactopyranose mutase (Mycobacterium tuberculosis (strain ATCC 25618 / H37Rv)), …. purified UGM, fluorescence polarization probe displacement. inhibition, % at 10 µM. 320,000 compounds, 0.06% hits. AID 504406, 2011; in the data active = inhibition above about 10%, passing the limit was not always enough
Target sequence (P9WIQ1 whole entry, looked up): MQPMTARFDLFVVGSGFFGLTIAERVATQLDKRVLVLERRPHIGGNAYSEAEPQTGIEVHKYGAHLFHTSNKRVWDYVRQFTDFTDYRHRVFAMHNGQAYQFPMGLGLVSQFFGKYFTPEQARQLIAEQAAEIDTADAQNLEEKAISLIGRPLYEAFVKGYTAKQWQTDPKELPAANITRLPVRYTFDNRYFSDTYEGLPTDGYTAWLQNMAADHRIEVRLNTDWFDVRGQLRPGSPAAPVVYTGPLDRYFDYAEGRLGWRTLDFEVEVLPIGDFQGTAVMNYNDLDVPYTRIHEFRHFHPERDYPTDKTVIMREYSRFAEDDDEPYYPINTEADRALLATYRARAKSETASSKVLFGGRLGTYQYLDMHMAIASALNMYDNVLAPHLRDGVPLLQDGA
GDH-TPI counter = GDH-TPI coupling enzyme inhibitors, primary screen, artefact control for M. tuberculosis FBA inhibitor project, biochemical, absorbance, full deck; GDH-TPI coupled enzyme counterscreen, NADH absorbance; inhibition, % at 4.8 µM; 360,000 compounds, 1.2% hits; in the data active = inhibition above about 30%;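 also: 0% = DMSO wells and 100% = wells lacking the enzyme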
FBA Mtb inh = Mtb FBA enzyme inhibitors, primary screen, biochemical, fluorescence, strain H37Rv; Fructose-bisphosphate aldolase (Mycobacterium tuberculosis (strain ATCC 25618 / H37Rv)), …; purified M. tuberculosis FBA, fluorescence read-out; inhibition, % at 1 µM; 360,000 compounds, 2.3% hits; AID 588726, 2011; in the data active = inhibition above about 27%;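 also: 0% = vehicle and 100% = reference inhibitor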
Target sequence (P9WQA3 whole entry, looked up): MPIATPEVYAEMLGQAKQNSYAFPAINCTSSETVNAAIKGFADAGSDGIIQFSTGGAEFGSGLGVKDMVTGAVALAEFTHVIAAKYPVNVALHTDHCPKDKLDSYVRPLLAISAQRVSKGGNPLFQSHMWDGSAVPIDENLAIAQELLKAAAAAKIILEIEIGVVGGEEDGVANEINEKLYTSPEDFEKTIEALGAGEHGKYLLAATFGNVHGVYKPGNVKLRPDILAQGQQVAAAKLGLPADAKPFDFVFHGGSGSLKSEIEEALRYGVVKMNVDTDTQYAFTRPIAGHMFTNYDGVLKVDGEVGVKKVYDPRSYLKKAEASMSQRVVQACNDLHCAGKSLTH
* hit, by the source's call; i = inactive; nt = not tested or not shown; & = joins results of further samples.

Structure	FadD28 FP inh	PfHsp40 yeast	BioA inh	Vc quorum ag	TcdB GH inh	Y pestis TopoI	UGM FP inh	GDH-TPI counter	FBA Mtb inh
CC(C)c1nc2sc3c(=S)nc[nH]c3c2c2c1CCC2	0.2	4.6	nt	i	1.8	-7	-0.5	9	4
Cc1ccc(Nc2nc(NCC3CCCO3)nc(N)c2[N+](=O)[O-])cc1 (centres undefined)	-1.6	0.4	nt	-2.6	nt	-1	-0.2	25	9
CN1/C(=C/C2CC(=O)NC2=O)C(C)(C)c2ccccc21 (centres undefined)	-2.0	0.4	nt	i	nt	-2	-0.6	-5	-4
COc1ccccc1CNS(=O)(=O)c1c(C)noc1C	-3.4	0.2	-0.5	i	nt	5	0.0	-9	2
O=C(Nc1ccc2c(c1)OCO2)c1cc(-c2cccnc2)nc2ccccc12	-4.8	1.6	nt	-0.3	1.6	-5	1.5	-1	-4
COc1ccc(C(C)=O)cc1CN1CCCCC1	-3.8	-0.2	1.4	4.8	nt	8	-0.4	-17	-16
Cc1c(Cl)cccc1N(CC(=O)NC1CCCCC1)S(C)(=O)=O	-1.0	-0.4	-0.1	-0.2	nt	3	3.4	2	1
O=C(c1ccc([N+](=O)[O-])cc1)N1CCSC1c1ccc(Cl)cc1 (centres undefined)	-3.2	1.1	nt	-0.2	-0.5	-2	1.2	-1	-1
CC(C)(C)NC(=O)CC(c1ccccc1)c1ccccc1O (centres undefined)	-1.9	-0.3	-0.4	-11	nt	1	0.5	-1	1
Cc1ccc(NC(=O)c2ccc(C)c(NC3=NC4CS(=O)(=O)CC4S3)c2)cc1C (centres undefined)	-0.9	1.0	-0.7	1.2	2.4	-1	1.7	14	2
O=C(O)CN1C(=O)/C(=C\c2cc(Br)ccc2OCc2ccc(Cl)cc2)SC1=S	-14	11	28	-0.3	-2.3	30	1.5	3	-2
O=C1CSC(c2cccc([N+](=O)[O-])c2)N1CCc1ccccc1 (centres undefined)	-1.4	-0.8	3.6	-0.3	0.1	4	-1.4	5	-1
Cn1c(=O)n(Cc2ccc(Br)cc2)c2ccccc21	0.0	0.6	nt	-0.3	0.2	46	-0.7	-3	-1
CCCS(=O)(=O)N1CCC(C(=O)NCCCN(CC)c2cccc(C)c2)CC1	-3.6	-1.1	nt	i	nt	21	0.0	-7	-1
CCCNC(=O)COc1ccc(S(=O)(=O)Nc2ccc(C)cc2)cc1	-2.4	-0.7	-0.5	-0.2	1.3	0	nt	-4	0
CCC(C(=O)NCc1ccc(OC)cc1)n1nc(C)n2c(cc3occc32)c1=O (centres undefined)	-3.9	-0.8	1.4	3.2	nt	6	0.1	0	0
O=C(c1cc(COc2ccc(F)cc2Cl)on1)N1CCCCCCC1	-3.3	0.2	0.1	i	-0.6	24	-1.6	-4	0
Cc1ccccc1OCC(O)CN(Cc1ccccc1O)C1CCCCC1 (centres undefined)	-0.8	-1.2	nt	-0.1	0.7	-1	1.5	-5	1
CC(C)c1ccc(-c2noc(C3CCCN(C(=O)c4ccc(F)cc4F)C3)n2)cc1 (centres undefined)	-1.9	1.1	-0.7	2.7	nt	-1	-0.6	4	1
Cc1ccc2[nH]c(CCN(C)C)c(CN3CCOCC3)c2c1	-0.2	2.1	-0.1	0.0	0.3	0	1.2	4	4
O=C(c1ccc(N2CCN(C(=O)c3cccc(F)c3)CC2)cc1)c1cccc(F)c1	-0.6	2.2	0.1	-0.7	0.5	27	2.1	31*	-1
O=C(NCCCn1ccnc1)c1ccc(Cl)c(S(=O)(=O)N2CCOCC2)c1	-0.5	-1.2	-0.7	-0.4	0.2	4	2.0	8	1
NC1=NS(=O)(=O)NC1c1cccc(F)c1 (centres undefined)	-3.8	-1.5	nt	i	0.2	3	-1.0	7	-5
Cc1ccc(C(=O)Nc2cccc(-c3cn4ccccc4n3)c2)cc1	-3.8	3.0	nt	0.0	-0.1	4	0.6	12	5
O=C(Nc1ccc2c(c1)OCCO2)C1CCCN(S(=O)(=O)c2cccs2)C1 (centres undefined)	-3.5	0.2	0.7	-1.0	nt	3	-4.2	-6	1
CCOC(=O)Cc1nnc(NC(=O)c2ncn[nH]2)s1	-6.2	0.4	-2.0	i	nt	-8	-1.0	0	-1
O=C1OCCN1C(=O)[C@H]1[C@H](c2ccc([N+](=O)[O-])cc2)C(c2cccc(Cl)c2)=NN1c1ccccc1	-1.7	2.0	0.2	-0.5	-4.0	-25	-1.1	24	-2
Cc1cccc(NC(=O)c2cc(=O)c3ccccc3o2)c1	-1.2	0.0	4.1	i	1.5	-1	3.6	2	0
Cc1cc(N/N=C/c2cccc(Cl)c2)nc(NCc2ccccc2)n1	-5.2	-0.6	-1.5	2.0	nt	-12	-0.3	1	3
CCCCN(C(=O)c1ccc2c(c1)OCO2)c1c(N)n(CCCC)c(=O)[nH]c1=O	-2.3	-0.5	-1.4	i	nt	4	4.0	-2	-1
CCCn1c(N)c(N(CCOC)C(=O)c2cc(C)cc(C)c2)c(=O)[nH]c1=O	-4.0	1.0	-0.9	-4.0	-2.5	3	0.5	3	0
COc1ccc(NC(=O)C2CCCN(c3cnccn3)C2)cc1 (centres undefined)	-0.6	0.1	3.2	-0.3	1.1	0	2.3	7	-2
COc1ccccc1N1CCN(C(=O)c2ccc(Cn3c(=O)[nH]c4ccsc4c3=O)cc2)CC1	-0.7	-0.4	-0.6	-0.4	1.9	29	0.8	3	8
CC(Oc1ccc(Cl)cc1Cl)C(=O)NC1=NN(c2ccccc2)C(=O)C1 (centres undefined)	1.3	1.1	-0.5	4.2	nt	-4	0.7	3	0
O=S(=O)(Nc1ccc(Cl)cn1)c1ccccc1	-1.2	-2.2	nt	-1.0	2.0	4	-0.1	0	6
N#Cc1ccc(OCC(=O)N/N=C(\CCC(=O)O)c2cccs2)cc1	-2.9	0.7	nt	i	4.7	-9	1.0	-2	-2
Cc1[nH]nc(SCC(=O)NC2CCCC2)c1[N+](=O)[O-]	-1.5	-2.1	nt	0.9	1.4	-3	-0.3	-1	-2
COc1cccc(CN2CC(C(=O)NC3CCCCCC3)CCC2=O)c1 (centres undefined)	-0.7	-0.2	-1.0	i	1.6	5	-0.2	-6	-2
CCOC(=O)c1c(C)n(C)c2ccc(OCC(O)Cn3nc(C)cc3C)cc12 (centres undefined)	-0.7	0.7	-0.1	i	nt	28	-1.3	3	0
COc1ccc(CN2CCC(C)(Oc3ccc(C(C)=O)cc3)C2)c2ccccc12 (centres undefined)	-3.0	nt	0.4	i	1.4	25	nt	12	4
COc1ccccc1-c1cnc(C(O)c2cccc(F)c2)[nH]1 (centres undefined)	-0.4	nt	1.2	-0.9	1.8	6	nt	1	-2
O=C(/C=C\Nc1ccc(Cl)cn1)c1ccc(Br)cc1	-2.3	-0.6	nt	-1.4	1.1	-11	-3.5	-5	6
Cc1ccc2[nH]c3c(=O)n(CCc4cnc[nH]4)cnc3c2c1	-3.6	0.1	-0.2	i	nt	-5	-6.4	12	19
Cc1cnc(C(=O)Nc2ccccc2F)cn1	-0.1	-2.4	nt	i	nt	0	-1.7	-1	-2
COC(=O)c1cccc(C23CC4(C2)[C@H](CN(Cc2ccc(C(F)(F)F)cc2)[C@@H]4c2ccccc2)C3c2ccccc2)c1 (some centres undefined)	-3.5	0.8	-0.1	i	nt	3	1.2	-2	-1
Cc1cc(NC(=O)c2ccco2)sc1C	-2.8	-2.1	-1.2	i	1.3	2	-1.8	4	0
CCN(CC)S(=O)(=O)c1ccc(NC(=S)NC(=O)C2CCC2)cc1	-3.2	1.1	0.3	0.0	1.6	14	nt	2	-1
CCCN(c1ccc(OCC)cc1)S(=O)(=O)c1ccc2c(c1)CCN2C(=O)CCC(=O)O	-4.6	0.9	0.8	-0.5	nt	11	-1.3	4	1
CCN(CC)CC(O)c1ccc(C2CCCC2)cc1 (centres undefined)	-3.8	-0.5	-1.8	-0.2	1.1	5	1.0	-1	2
O=C(c1ccc(S(=O)(=O)N2CCCCC2)cc1)N1CCCC(C(F)(F)F)C1 (centres undefined)	-1.7	12	-0.5	i	2.3	4	-4.2	3	0
CCN(c1ccc(NC(=O)c2ccc(Cl)nc2)cc1)C(C)C	1.2	0.2	nt	i	-8.7	-5	-0.6	-2	-1
CSc1ccccc1C(=O)C1CCCN(C(=O)c2cccc(Cn3cccn3)c2)C1 (centres undefined)	-0.1	nt	-0.3	i	2.0	10	nt	-1	1
CS(=O)(=O)NCCCNc1ccc(C(F)(F)F)cc1[N+](=O)[O-]	-0.3	-0.1	nt	i	-0.3	7	1.7	7	-11
C[C@H]1CN([C@@H](C)CO)C(=O)CCCn2nncc2CO[C@H]1CN(C)S(=O)(=O)c1ccc(Oc2ccccc2)cc1	-3.7	nt	-2.2&-0.3&-0.1	-0.4	0.7&-0.9&0.6	22	nt	0	-3
O=C(CN1CCN(CC(=O)Nc2ccccc2Cl)CC1)NCC1(N2CCCCC2)CCCCC1	-4.3	-0.2	0.4	-0.3	0.5	4	0.5	0	2
O=C(Nc1nccs1)c1cccnc1	-0.4	0.7	-1.0	i	0.8	-2	1.0	10	1
O=C(NCc1ccccc1)c1csc2c1CCCC2	-1.3	0.4	1.3	i	1.5	4	-0.1	8	1
CCC1(C)CC(CCNS(=O)(=O)c2ccc(C)cc2)(c2ccc(C)cc2)CCO1 (centres undefined)	-5.7	12	-0.4	i	nt	5	3.0	0	3
O=C(NCc1ccc2c(c1)OCO2)c1ccc(Br)s1	-3.4	4.8	0.0	-0.3	0.5	6	2.6	-12	-6
COCCN1C[C@@H](CO)O[C@@H](n2cnc3c(NC4CC4)ncnc32)C1	0.1	nt	0.5	0.8	0.6	-2	nt	5	3

The results go on:
Structure	FadD28 FP inh	PfHsp40 yeast	BioA inh	Vc quorum ag	TcdB GH inh	Y pestis TopoI	UGM FP inh	GDH-TPI counter	FBA Mtb inh
COc1ccc(NC(=O)CNC(=O)Cc2ccccc2)cc1OC	-4.9	-0.2	0.0	i	-2.6	2	0.4	2	0
CC(C)C(=O)N1CCC(n2nccc2NC(=O)CCc2ccccc2)CC1	-0.9	1.4	-0.5	-1.8	-1.5	-2	3.2	13	-1
COc1ccc(-n2c(SCC(=O)Nc3cc(C)on3)nc3c(c2=O)SC(C)C3)cc1 (centres undefined)	-1.1	nt	-0.8	i	0.4	10	nt	22	5
Cn1c(=NC(=O)C2CCCCC2)sc2cc([N+](=O)[O-])ccc21	-0.7	0.5	nt	-0.3	0.7	0	-2.1	-4	-1
CSc1nc(C)cc(Oc2ccc(=O)[nH]n2)n1	-1.3	0.4	nt	1.5	1.1	12	0.8	-1	3
COC(=O)C1=CCCCC(O)=C1C(=O)OC	-1.1	nt	nt	i	1.4	-5	nt	11	1

Looked up one by one from above, 3 records:
Structure	FadD28 FP inh	PfHsp40 yeast	BioA inh	Vc quorum ag	TcdB GH inh	Y pestis TopoI	UGM FP inh	GDH-TPI counter	FBA Mtb inh
CSc1nc(C)cc(Oc2ccc(=O)[nH]n2)n1	-1.3	0.4	nt	1.5	1.1	12	0.8	-1	3
CC(C)C(=O)N1CCC(n2nccc2NC(=O)CCc2ccccc2)CC1	-0.9	1.4	-0.5	-1.8	-1.5	-2	3.2	13	-1
COc1ccc(NC(=O)CNC(=O)Cc2ccccc2)cc1OC	-4.9	-0.2	0.0	i	-2.6	2	0.4	2	0
